GLP1R inv ag = qHTS of GLP-1 Receptor Inverse Agonists (Inhibition Mode). HEK293 GLP-1R CRE-luciferase, luminescence, 24 h; GLP-1R form is constitutively active. Potency, µM (highest dose often 38.3 µM), without a hit: at the highest dose activity change, negative = inhibition, usual class: inhibitors. 1.6% of 410,000 active. AID 624417, 2012; further: potency means the concentration at half of the fitted maximal effect; on the % scale 0 is the no-effect control and ±100 the full control effect; nearly all actives have a fitted effect of over 55% in size
Target sequence (P43220 whole entry, looked up): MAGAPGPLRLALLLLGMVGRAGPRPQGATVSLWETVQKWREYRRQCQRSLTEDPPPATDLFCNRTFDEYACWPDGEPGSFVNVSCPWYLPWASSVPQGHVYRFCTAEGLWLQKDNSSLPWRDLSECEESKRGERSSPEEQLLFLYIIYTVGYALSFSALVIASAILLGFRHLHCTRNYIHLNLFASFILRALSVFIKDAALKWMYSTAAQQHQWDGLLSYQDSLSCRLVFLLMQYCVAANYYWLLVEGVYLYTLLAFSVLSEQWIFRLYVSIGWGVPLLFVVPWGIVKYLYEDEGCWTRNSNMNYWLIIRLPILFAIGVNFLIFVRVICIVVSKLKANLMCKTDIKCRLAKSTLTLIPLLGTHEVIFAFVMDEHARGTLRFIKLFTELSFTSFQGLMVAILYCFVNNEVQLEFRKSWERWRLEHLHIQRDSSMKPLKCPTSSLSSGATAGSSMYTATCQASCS
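Stable HEK293 clone (constitutively active GLP-1R + cAMP-response luciferase); 200 cells/uL plated, 12 h pre-culture, compound 24 hr, 37 deg C/5% CO2; detection reagent 12 min RT; luminescence.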
D3 antag = qHTS of D3 Dopamine Receptor Antagonist: qHTS. D(3) dopamine receptor (Homo sapiens), P35462. D3R cells, DiscoveRx beta-arrestin luminescence, antagonist mode; active compounds read low. max response, negative = inhibition, %. 2.5% of 360,000 active. AID 652054, 2013; in the data active means max response below about -50%; inconclusive means no clear call, values can overlap the other calls; further: on the % scale 0 is the no-effect control and ±100 the full control effect; mostly tested at two doses, the higher about 12 µM
Target sequence (P35462 whole entry, looked up): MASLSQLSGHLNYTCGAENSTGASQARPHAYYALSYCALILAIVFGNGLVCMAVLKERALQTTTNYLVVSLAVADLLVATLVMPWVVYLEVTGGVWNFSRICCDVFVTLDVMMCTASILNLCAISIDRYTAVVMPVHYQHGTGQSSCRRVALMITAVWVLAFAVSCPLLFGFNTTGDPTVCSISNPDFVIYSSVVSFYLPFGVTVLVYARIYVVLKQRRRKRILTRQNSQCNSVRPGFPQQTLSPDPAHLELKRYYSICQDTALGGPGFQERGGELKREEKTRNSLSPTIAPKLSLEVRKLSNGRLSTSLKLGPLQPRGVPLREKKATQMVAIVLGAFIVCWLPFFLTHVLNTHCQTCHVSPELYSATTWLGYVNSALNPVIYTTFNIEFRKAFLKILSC
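Cells expressing the human receptor were seeded at 1500 cells/well, incubated overnight at 37 degrees C in 5% CO2, then exposed to library compounds with dopamine controls for 90 minutes at 37 degrees C before luminescent detection.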
FUS suppressor = qHTS for Suppressors of FUS Proteinopathy: Primary screen using FUS-linked yeast assay; S. cerevisiae FUS-expressing, growth rescue, OD600, 24 h; Potency, µM (series often up to 76.6 µM), without a hit: at the highest dose growth rescue (activation), usual class: activators; 0.24% of 390,000 active; AID 1347120, 2019;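 further: potency means the concentration at half of the fitted maximal effect; plate controls were DMSO vehicle for no effect and reference control for full effect; nearly all actives have a fitted effect of over 55% in size; some results filed as inactive show a strong effect at the top dose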
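Read-out: OD at 600 nm after 24hr at 30C, reporting rescue of FUS-induced yeast toxicity. Cells at OD 0.005 in galactose (2%) minimal medium; compounds tested in a dilution series; CP55940 titration from 92uM final as control.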
PTHR1 ag = qHTS for PTHR1 Agonists: Primary Screen | HEK293 GP2 PTHR1 cells, GloSensor cAMP luminescence, 1 h | Parathyroid hormone/parathyroid hormone-related peptide receptor (Homo sapiens), Q03431 | AID 743266, 2014 | 0.075% of 410,000 active | Potency, µM (doses to about 115 µM), inactives show top-dose activation, usual class: activators; further: potency means the concentration at half of the fitted maximal effect; nearly all actives have a fitted effect of over 55% in size; some results filed as inactive show a strong effect at the top dose; inactives centre near -15; many of its hits are not listed in these tables
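HEK-293-derived GP2 cells expressing PTHR1 and a GloSensor cAMP reporter, 3,000/well, plated overnight, given luciferin plus IBMX (each 0.5 mM as added) for 1 h at 37 °C, then compound for 1 h at 37 °C. Luminescence was read after 15 min at room temperature.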
GLP1R ag = qHTS of GLP-1 Receptor Agonists; HEK293 GLP-1R CRE-luciferase, luminescence, 4-6 h; cells express a hypersensitive GLP-1R form; Potency, µM (titrated, usually from 45.6 µM), for inactives: at the top dose activation, actives largely listed as activators; 0.007% of 380,000 active; AID 624172, 2012; further: potency means the concentration at half of the fitted maximal effect; % of control where 0% means no effect
Akt phos inh = HTS Assay for Inhibitors of Akt Phophorylation: Primary Screen | Neuro2A IGF-stimulated pAkt S473 HTRF, 20 min; active compounds read low | AID 651550, 2012 | activity change, % for hits at 50 µM | 0.32% of 360,000 active; in the data active means activity change below about -80%; inconclusive means mostly about -51% to -80%; further: on the % scale 0 is the no-effect control and ±100 the full control effect
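Single-point screen (50 µM final compound) in Neuro2A cells stimulated 20 min with 6 nM IGF at 37 deg C. After lysis, Ser473-phosphorylated Akt read by HTRF (ex 330 nm, em 615/665 nm) as the 665/615 ratio.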
Abeta yeast res = qHTS for compounds that reverse cellular toxicity of Amyloid beta (A-beta) peptide in yeast: Primary Screen. yeast expressing A-beta42, growth rescue, OD600, 48 h; response scale: 0% DMSO, 100% iron-clioquinol control. Potency, µM (highest dose often 46.1 µM), for the others: at the top dose growth rescue, actives largely listed as activators. 0.063% of 410,000 active. AID 1347071, 2019; further: potency means the concentration at half of the fitted maximal effect; nearly all actives have a fitted effect of over 55% in size
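Growth rescue measured by 600 nm absorbance after 48 h yeast culture at 30 C with compound. Values normalized between DMSO and an equimolar ferric chloride plus clioquinol control.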
TDP43 rescue = qHTS of TDP-43 Inhibitors; TDP-43 expressing yeast growth rescue, BacTiter-Glo, 24 h; Potency, µM (highest dose often 46.1 µM), inactives show at the top dose growth rescue (activation), hits mostly activators; 1.8% of 410,000 active; AID 652104, 2013; further: potency means the concentration at half of the fitted maximal effect; % of control where 0% means no effect; nearly all actives have a fitted effect of over 50% in size
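Growth rescue of TDP-43-toxic yeast measured as ATP luminescence (BacTiter-Glo). Cells grown to mid-log in raffinose, induced in galactose at OD600=0.02, exposed to compound 24 hr at 30 deg C.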
aSyn rescue = qHTS of alpha-syn Inhibitors; 0.14% of 370,000 active; Potency, µM (top dose mostly 46.1 µM), for inactives: at the top dose growth rescue (activation), actives largely listed as activators; Yeast expressing alpha-synuclein, growth rescue, BacTiter-Glo, 24 h; further: potency means the concentration at half of the fitted maximal effect; % of control where 0% means no effect; nearly all actives have a fitted effect of over 65% in size
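Galactose-induced alpha-syn yeast (OD600=0.02, raffinose-pregrown) + pinned cpd, 24 hr, 30 deg C; growth by BacTiter-Glo luminescence. Growth restoration scores as activation.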
Active calls of the source: *; i = inactive; u = inconclusive; x = no result given; & = joins results of further samples; [ ] = remark or other dose. Unless noted, the call rests on the fitted dose curve; in most records, active means well fitted curve in the direction sought with a large enough effect; inconclusive means small, poorly fitted or top-dose-only effect, or another doubt; inactive means no such curve, though single readings can be large; an effect the other way counts as inactive or inconclusive. An excerpt, so the mix of outcomes need not match the whole.

SMILES	GLP1R inv ag	D3 antag	FUS suppressor	PTHR1 ag	GLP1R ag	Akt phos inh	Abeta yeast res	TDP43 rescue	aSyn rescue
S=C(NCCc1ccccc1)N1CCC2CC1c1c(Cl)cccc12 (configuration not stated)	u	-22	10%	i	13%	i	10%	u	17%
CCOc1ccc(NC2=CC(=O)C(=O)c3ccccc32)cc1	-3%	-14	x	-38%[inhibitor]	-3%	i	-39%[inhibitor]	0%	5%
COc1cc(OC)cc(C(=O)Nc2ccc3nc4n(c(=O)c3c2)CCCCC4)c1	67%&34%[activator]	-8	34%&28%	-20%&-21%	19%	i	8%&-4%	10%&17%	-1%
CNC(=O)CN(c1cc(C)ccc1OC)S(=O)(=O)c1ccc(C)cc1	-2%	-7	6%	i	-1%	i	13%	2%	0%
Cc1ccc(S(=O)(=O)c2nnn3c2nc(N2CCN(c4ccccc4F)CC2)c2cc(Cl)ccc23)cc1C	6%	x	-18%	-23%	x	x	11%	6%	x
C/C=C(\C)CN1CCN(c2ccccc2)CC1	-18%	-71*	16%	19%[57.5 µM]	4%	i	0%	4%	0%
COc1ccc(-c2nnn(CC(=O)N(Cc3cccs3)C(C)C(=O)NC3CCCC3)n2)cc1OC (configuration not stated)	0%	-7	29%	i	14%	i	7%	-1%	0%
O=C(c1cc(=O)c2ccccc2o1)N1CCCc2ccccc21	-31%	8	14%	i	0%	i	-13%	21%	-2%
CC(Nc1cccc2ccccc12)C(=O)N/N=C/c1ccc([N+](=O)[O-])cc1 (configuration not stated)	u	-18	29%	i	17%	i	u	u	17%
CN(C)CCCN(C(=O)c1ccco1)c1nc2c(F)cccc2s1	u	-12	14%	-35%[inhibitor]	0%	i	-1%	-16%	-1%
CCn1c(C)csc1=NC(=O)c1ccccc1O	8%	29	-17%	i	0%	i	-18%	23%	0%
COc1cccc(CNC(=O)c2cc(C)nc3c2c(C)nn3-c2cccc(F)c2)c1	2%	x	-7%	i	x	x	-14%	0%[9.22 µM]	x
Cc1cn([C@H]2C[C@H](O)[C@@H](CCC(=O)NCCN3CCCCC3)O2)c(=O)[nH]c1=O	-11%	5	-16%	i	5%	i	-8%	17%	-6%
O=C(CNC(=S)NC(=O)c1ccco1)c1ccccc1	4%	-3	9%	-9%[57.5 µM]	6%	i	-2%	-13%	3%
CC12CCC(=O)N1C(C(=O)Nc1cccc(F)c1)CS2 (configuration not stated)	-7%	3	-5%	i	-1%	i	7%	10%	-6%

Only aSyn rescue (2 entries from above):
compound	aSyn rescue
CCn1c(C)csc1=NC(=O)c1ccccc1O	0%
COc1cc(OC)cc(C(=O)Nc2ccc3nc4n(c(=O)c3c2)CCCCC4)c1	-1%

Arranged by molar mass (descending): some entries from above
SMILES	GLP1R inv ag	D3 antag	FUS suppressor	PTHR1 ag	GLP1R ag	Akt phos inh	Abeta yeast res	TDP43 rescue	aSyn rescue
COc1ccc(-c2nnn(CC(=O)N(Cc3cccs3)C(C)C(=O)NC3CCCC3)n2)cc1OC (configuration not stated)	0%	-7	29%	i	14%	i	7%	-1%	0%
COc1cccc(CNC(=O)c2cc(C)nc3c2c(C)nn3-c2cccc(F)c2)c1	2%	x	-7%	i	x	x	-14%	0%[9.22 µM]	x
CC(Nc1cccc2ccccc12)C(=O)N/N=C/c1ccc([N+](=O)[O-])cc1 (configuration not stated)	u	-18	29%	i	17%	i	u	u	17%
CCOc1ccc(NC2=CC(=O)C(=O)c3ccccc32)cc1	-3%	-14	x	-38%[inhibitor]	-3%	i	-39%[inhibitor]	0%	5%

New compounds follow
SMILES	GLP1R inv ag	D3 antag	FUS suppressor	PTHR1 ag	GLP1R ag	Akt phos inh	Abeta yeast res	TDP43 rescue	aSyn rescue
COc1cccc(/C=C2/NC(=O)N(CC(=O)Nc3ccc(C)cc3)C2=O)c1OCc1cccc(C(=O)O)c1	18%	-5	11%	i	1%	i	-8%	-20%	-7%
Cc1ccc(C(=O)NNC(=O)c2ccncc2)cc1[N+](=O)[O-]	-9%	6	-23%	i	-6%	i	-10%	24%	4%
CCCCN(CC(O)COc1cccc(C)c1)CC(O)COc1cccc(C)c1 (configuration not stated)	u	-1	-9%	-2%	-3%	i	0%	-14%	0%
CC(C)(C)OC(=O)N1CCCC1C(=O)N1CCCC1C(=O)N1CCCC1C(=O)O (configuration not stated)	0%	15	x	i	-2%	i	-10%	-6%	-5%
O=C(CN1C(=O)NC2(CCOc3ccccc32)C1=O)c1ccc(Br)cc1 (configuration not stated)	u	u	25%	i	7%	i	-9%	-17%	4%
NCC(c1ccccc1)(c1ccccc1)c1ccccc1	u	-7	x	22%	-2%	i	0%	18%	0%
O=C(Cc1c(C(=O)O)[nH]c2ccccc12)Nc1ccc2c(c1)OCO2	72%[activator]	0	28%	i	20%	i	9%	-5%	-5%
CC(C(=O)Nc1ccc(Cl)cc1Cl)N1C(=O)NC2(CCCC2)C1=O (configuration not stated)	-20%	-11	11%	i	9%	i	3%	-7%	u
COc1ccc(OC)c(C(=O)c2ccc(C(=O)Nc3ccccc3)cc2)c1	1%	-9	x	-27%	8%	i	-13%	22%	-2%
CCn1c(CCCc2ccc(OC)c(C)c2)n[nH]c1=S	u	-12	-4%	-10%	0%	i	14%	6%	1%
CC(NC(=O)CCSCc1ccccc1F)c1ccccc1 (configuration not stated)	u	11	2%&4%	i	4%	i	3%&17%	u	12%
COCC1CCCCN1Cc1cn(-c2ccccc2)nc1-c1ccc2c(c1)OCO2 (configuration not stated)	u	10	15%	i	13%	i	3%	20%	0%
O=C(Cc1ccc(O)cc1)N/N=C/c1cccs1	9%	-13	30%	2%	-1%	i	0%	-8%	-1%
NC(=O)c1ccsc1NC(=O)c1cccs1	47%[activator]	4	14%	-13%	5%	i	-26%	u	-21%
Cc1ccc(C(=O)NCCc2nnc(SCC(=O)Nc3nc(-c4ccccc4)cs3)n2C)cc1	-24%	5	33%	-2%[57.5 µM]	2%	i	-4%	-21%	-3%
O=C(CN1C(=O)NC2(CCOc3ccccc32)C1=O)NCc1ccccc1 (configuration not stated)	16%	-16	2%	2%	0%	i	14%	-2%	-20%
C=CCn1c(-c2cccc(OC)c2)nc2nc3ccccc3nc21	5%	0	-3%	-6%	-6%	x	6%	-9%	x
O=C1CCc2cc(S(=O)(=O)NCCC(=O)NC3CCN(Cc4ccccc4)CC3)ccc2N1	12%	0	13%	i	-1%	i	5%	-3%	-2%
Cc1nc2sccn2c(=O)c1S(=O)(=O)NC(C)c1ccccc1 (configuration not stated)	3%	-6	-4%	-23%	-2%	i	-19%	-4%	0%
O=C(CN1CCN(C(=O)c2ccc(-c3nc4ccccc4s3)o2)CC1)Nc1cccc(F)c1	-6%	-17	-4%	-17%	-4%	i	-3%	8%	0%
COc1ccc(C=O)cc1COc1ccc2c(c1)OCO2	u	-3	3%	i	30%	i	-4%	14µM*	5%
CCCCn1c(/N=C/c2ccc(N(C)C)cc2)nc2ccccc21	-24%	-1	-3%	i	3%	i	8%	-14%	-8%
CCOC(=O)c1oc2c(c1C)-c1nn(Cc3cccc(Cl)c3)cc1CC2	-20%	x	7%	-45%[inhibitor]	x	x	-2%	13%	x
O=C(COC(=O)COc1ccc(Cl)cc1Cl)NC1CCS(=O)(=O)C1 (configuration not stated)	u	6	-11%	-19%	4%	i	2%	24%	1%
COc1cc(C2c3c(-c4ccccc4O)n[nH]c3C(=O)N2Cc2ccco2)ccc1OCC(C)C (configuration not stated)	u	x	-18%	-13%	x	x	13%	24%	x
CCC1(c2ccccc2)NC(=O)N(CC(=O)Nc2cccc(S(=O)(=O)N3CCCCC3)c2)C1=O (configuration not stated)	u	-3	42%	-36%[inhibitor]	-2%	i	9%	-10%	0%
O=C(CCSc1nc(-c2ccc3c(c2)OCO3)cc(C(F)(F)F)n1)NCc1ccco1	2%	8	-23%	i	8%	i	1%	19%	8%
CCOC(=O)C1=C(CC)Nc2ccccc2N/C1=N\S(=O)(=O)c1ccc(C(=O)OCC)cc1	-13%	-4	14%	-25%	11%	i	11%	-13%	-5%
COc1ccccc1CNC(=O)C1CCN(c2nc3ccccc3o2)CC1	5%	-12	15%	i	-4%	i	-13%	-19%	-26%
COc1ccc(/C=C2\C(=O)NC(=S)N2C(=O)c2ccc(C)cc2)cc1	9%	0	23%	i	-11%	i	-7%	-9%	10%
Cn1cc(CCNC(=O)CC2C(=O)NCCN2CC(c2ccccc2)c2ccccc2)cn1 (configuration not stated)	-2%	7	12%	i	8%	i	14%	-10%	8%

Screens deposited in PubChem BioAssay by National Center for Advancing Translational Sciences (NCATS).
